# Assay outcomes from PubChem.
# OX1R antag-1 – blocks the human orexin 1 receptor; O43613; CHO/OX1R cells, Fluo-8 calcium fluorescence, orexin A; inhibition, % at 5 µM; 330,000 tested, 0.43% active; AID 434989;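 active means inhibition above its plate's threshold, mean inhibition of all tested compounds on the plate plus 3 SD, cut at about 37% in these data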;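 further: 0% = orexin A challenge wells and 100% = SB-334867-A antagonist wells; not every result past the cut was called active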
# Target sequence (O43613 whole entry, looked up): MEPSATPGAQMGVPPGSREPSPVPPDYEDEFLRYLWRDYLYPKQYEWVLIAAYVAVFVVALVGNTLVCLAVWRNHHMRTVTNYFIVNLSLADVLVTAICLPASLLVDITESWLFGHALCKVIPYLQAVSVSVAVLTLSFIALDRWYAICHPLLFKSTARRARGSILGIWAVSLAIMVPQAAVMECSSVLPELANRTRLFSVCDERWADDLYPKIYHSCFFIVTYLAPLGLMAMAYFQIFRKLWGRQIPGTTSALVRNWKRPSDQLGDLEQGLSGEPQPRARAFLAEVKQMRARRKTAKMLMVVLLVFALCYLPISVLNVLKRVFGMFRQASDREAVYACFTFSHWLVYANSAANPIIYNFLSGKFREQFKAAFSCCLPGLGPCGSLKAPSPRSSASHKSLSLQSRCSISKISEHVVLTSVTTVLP
# OX1R antag-2 – antagonists of human orexin 1 receptor (OX1R). inhibition, % at 6.6 µM. AID 485270. OX1R-expressing cells, FRET antagonist read-out. O43613. 330,000 tested, 1.8% active; in the data active means inhibition mostly above about 38%, no sharp cut-off; inactive means mostly below about 40%;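 further: 0% = agonist challenge alone and 100% = reference antagonist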
# STK33 kinase inh – human STK33 kinase inhibition; Q9BYT3; purified STK33, MBP phosphorylation, ADP-Glo luminescence; inhibition, % at 10 µM; 320,000 tested, 0.073% active;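 active means inhibition at or above 25%, using the most active replicate where run in duplicate; inactive means inhibition below 25%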
# Target sequence (Q9BYT3 whole entry, looked up): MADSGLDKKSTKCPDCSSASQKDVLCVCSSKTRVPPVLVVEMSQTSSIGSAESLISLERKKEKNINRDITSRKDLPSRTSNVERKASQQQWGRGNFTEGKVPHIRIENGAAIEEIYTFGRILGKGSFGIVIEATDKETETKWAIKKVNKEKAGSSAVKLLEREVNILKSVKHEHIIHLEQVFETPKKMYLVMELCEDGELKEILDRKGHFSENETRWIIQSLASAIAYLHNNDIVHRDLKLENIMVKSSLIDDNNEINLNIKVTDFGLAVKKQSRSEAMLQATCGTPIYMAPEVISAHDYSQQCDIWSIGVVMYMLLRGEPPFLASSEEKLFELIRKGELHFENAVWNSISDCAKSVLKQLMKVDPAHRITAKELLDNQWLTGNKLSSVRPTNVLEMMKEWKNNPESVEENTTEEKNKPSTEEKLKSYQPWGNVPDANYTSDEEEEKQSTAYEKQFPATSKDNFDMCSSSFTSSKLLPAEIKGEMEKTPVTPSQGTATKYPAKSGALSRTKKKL
# * = called active by the depositor; . = not tested or not shown.
# Results follow in this order: OX1R antag-1	OX1R antag-2	STK33 kinase inh
1: C=CCNC(=O)c1ccc(Cl)cc1Cl
    -10.7	13.9	0.5
2: CCc1ccc(OCC(=O)N/N=C(\C)c2ccc(O)cc2O)cc1
    1.6	26.5	.
3: CC(=O)NC(=S)Nc1cccc(S(=O)(=O)NC2=NCCC2)c1
    7.5	16.1	.
4: COc1ccc2nccc(/C=C/c3ccnc4ccc(OC)cc34)c2c1
    -25.1	24.1	-0.7
5: Cc1nc(SC(C)C)[nH]c(=O)c1Cc1ccccc1
    -26.9	14.7	-1.8
6: CN(C(=O)c1ccc2c(=O)n3c(nc2c1)CCCCC3)c1ccccc1Cl
    -28.8	9.6	0.0
7: COCCNC(=O)COC(=O)c1[nH]c(C)c(C(C)=O)c1C
    15.3	-1.3	-0.1
8: Clc1ccc(Nc2nc(-c3cccs3)cs2)nc1
    -52.6	1.9	0.2
9: CCn1cc(C(=O)NCCCOC)c(=O)c2cc(S(=O)(=O)N(C)C3CCCCC3)ccc21
    -3.3	9.5	-0.7
10: CC1(C)CC(=O)C2=C(C1)c1c(ccc3ccccc13)NC2c1ccc(Br)o1 (configuration not stated)
    -26.8	31.4	-0.5
11: CC(NCC(c1ccco1)N1CCCCC1)C(=O)NC1CCCC1 (configuration not stated)
    -21.7	24.0	0.3
12: O=C(Cn1nc(C(F)(F)F)c2c1CCC2)N1CCN(c2ccccc2)CC1
    -21.5	6.4	-1.7
13: COc1ccc(-c2nc(CS(=O)CC(=O)NCCCN3CCCC3)c(C)o2)cc1OC (configuration not stated)
    -10.6	10.4	-0.7
14: Cc1cc(NS(=O)(=O)c2ccc(NC(=O)c3ccccc3C)cc2)no1
    3.9	3.5	-0.4
15: CCCCn1c(N)c(N(CCOC)C(=O)C2CCN(C(=O)c3ccccc3C)CC2)c(=O)[nH]c1=O
    -1.4	8.9	0.6
16: COC(=O)[C@@H]1CCCN1Cc1c(C(=O)N2CCCCC2)nc2c(C)cccn12
    -10.5	37.3	0.1
17: COc1ccccc1-c1nc(-c2cccc(C)c2)no1
    6.8	32.8	0.6
18: Cc1ccc(/C(O)=C2\C(=O)C(=O)N(CC(C)O)C2c2cccc(F)c2)cc1 (configuration not stated)
    -7.6	11.3	-0.6
19: Cc1cccc(C)c1NC(=O)CSc1nc2[nH]c(=O)cc(O)c2s1
    9.5	9.1	-0.3
20: N#Cc1c(C(F)(F)F)cc(-c2ccco2)nc1SCc1ccncc1
    7.7	23.8	-0.3
21: CC(C)(C)C(=O)O/N=C(\N)Cc1ccc(-c2csnn2)cc1
    -2.4	10.6	-0.6
22: COc1ccc(CCNC(=O)c2ccc(Cl)cc2Cl)cc1OC
    -22.6	23.6	.
23: OCCN(CC(O)Cn1ccc2ccccc21)CC(O)Cn1ccc2ccccc21 (configuration not stated)
    39.0	10.5	-2.0
24: COc1ccccc1N1CCN(C(=O)CCCC2=NS(=O)(=O)c3ccccc3N2)CC1
    -13.1	-38.0	-1.9
25: CNC(=O)C(=O)NCC1OCCCN1S(=O)(=O)c1cccs1 (configuration not stated)
    -13.7	14.8	-3.6
26: COc1ccc(-n2nc(C(=O)NCC(=O)NCCCN3CCOCC3)c3ccccc3c2=O)cc1OC
    -6.1	23.1	-1.4
27: O=C(N/N=C\c1ccco1)Nc1cccc(Cl)c1
    -1.7	10.9	1.4
28: O=C(CN1C(=O)c2ccccc2C1=O)Nc1sc2c(c1C(=O)NCC1CCCO1)CCC2 (configuration not stated)
    -30.0	17.4	.
29: Cn1cccc1/C=N/NC(=O)CNc1ccc2ccccc2c1
    -4.9	11.2	-1.1
30: Cc1ccc(-n2c(SCC(=O)N3CC(=O)Nc4ccccc43)nc3ccccc3c2=O)cc1
    -23.5	21.9	-2.0
31: Cc1nc(S(=O)(=O)Nc2ccc3c(c2)OCCO3)cn1C
    2.3	6.0	-0.1
32: O=C(NCc1ccco1)/C(=C\C=C\c1ccccc1)NC(=O)c1ccco1
    -7.7	16.1	-3.4
33: COc1cc(-c2nc3cnccn3c2Nc2ccc3c(c2)OCCO3)ccc1O
    -40.6	8.6	1.3
34: CCN(CCN(C)C)C(=O)Cn1ncc2c1-c1cc(C)ccc1OC2
    4.8	9.9	-0.6
35: COc1ccc(CNCCC(c2ccccc2)c2ccc(OC(C)C)cc2)cc1OC (configuration not stated)
    -20.0	4.9	-1.2
36: CCOC(=O)c1cc(S(=O)(=O)NC2CCN(C(=O)OCC)CC2)cn1C
    -19.5	19.2	-0.6
37: Cc1ccc(O)c(Sc2cc(C)ccc2O)c1
    6.1	7.3	-0.5
38: CC(C)(C)OC(=O)NCCOC(=O)c1[nH]cnc1C(=O)NCc1ccccc1
    -19.9	14.4	0.1
39: O=C(CCCCC(=O)Nc1ccc(F)cc1)Nc1ccc(F)cc1
    3.7	15.5	-2.2
40: CCOC(=O)N1CCN(Cc2nc(N)nc(Nc3ccc(C)cc3C)n2)CC1
    -22.2	9.5	0.6
41: CCN(CC(=O)NCc1cccs1)C(=O)/C=C/c1ccc(OC)cc1OC
    -33.1	24.7	0.3
42: COc1ccccc1/C=N/Nc1cc(C)nc2ccc(C)cc12
    -16.0	16.5	-0.5
43: C=CC[C@@H](CC(=O)N[C@H](CO)Cc1ccccc1)C(=O)N[C@@H](COC(=O)[C@@H](CC=C)CC(=O)OC(C)(C)C)Cc1ccccc1
    -26.8	3.3	0.0
44: CC(C)(C)NC(=O)/C(=C/c1ccco1)c1ccccc1
    -16.4	10.5	-1.6
45: COc1ccc(/C=C2\CN(Cc3ccccc3)C/C(=C\c3ccc(OC)c(O)c3)C2=O)cc1O
    -6.5	24.2	-0.7
46: CCC(=O)c1c(NC)cc(C)oc1=O
    10.9	4.0	0.1
47: COC(=O)CN1C(=O)[C@H]2[C@@H](c3ccc(C)o3)N3C(=O)CN(CCO)C(=O)[C@@]3(C)[C@H]2C1=O
    -25.1	39.1	-3.0
48: CC(=O)N1c2ccccc2S(=O)(=O)c2ccccc21
    -9.0	10.7	-1.1
49: CC1(NS(=O)(=O)c2ccc(Cl)s2)CCS(=O)(=O)C1 (configuration not stated)
    -1.8	4.9	-0.1
50: CCc1nnc(/N=C/c2c(O)n(-c3ccc(Cl)cn3)c(=O)c3ccccc23)s1
    -37.2	6.7	-0.2
51: COCCN(Cc1cc2cccc(C)c2n2nnnc12)C(=O)C(F)(F)F
    -2.7	17.4	-3.2
52: COC(=O)CCC(=O)OC1(C)C(=O)C=C2C=C(C3CC3)N(CC3CC3)C=C2C1=O (configuration not stated)
    -14.4	36.8	-0.7
53: Cn1c(=O)c(C(=O)Nc2ncccn2)c(O)c2ccccc21
    -16.6	10.4	0.7
54: COCCNC(=O)C(c1ccc(C)cc1)N(C(=O)CCC(=O)Nc1ccccn1)c1ccccc1C (configuration not stated)
    -11.2	15.0	-0.1
55: CCOC(=O)c1c(NC(=O)CN(C)C2CCN(C)CC2)sc(C(=O)Nc2ccccc2)c1C
    -17.0	13.6	-0.3
56: NCCNc1ccc([N+](=O)[O-])c(NC2CC2)c1
    -16.0	30.3	0.5
57: CCOCCCNC(=O)C(c1ccc(OC)cc1)N(Cc1ccc2c(c1)OCO2)C(=O)CNC(C)=O (configuration not stated)
    -6.6	15.6	-0.2
58: CC(=O)Nc1ccc(S(=O)(=O)NCc2ccc(C(=O)NCc3ccc(Cl)cc3)cc2)cc1
    -18.7	2.0	-0.5
59: Cc1cc(OC(C)C(=O)N2C[C@H]3C[C@@H](C2)c2cccc(=O)n2C3)c2c(C)c(C)c(=O)oc2c1 (some centres not stated)
    -13.2	16.4	-0.6
60: CC(C)CCn1c(=O)c2sccc2n2c(CCCC(=O)N3CCC(N4CCCCC4)CC3)nnc12
    -16.7	17.3	-2.0

# Further results follow:
# Results follow in this order: OX1R antag-1	OX1R antag-2	STK33 kinase inh
61: Cc1ccc(S(=O)(=O)N2CCCOC2CNC(=O)C(=O)NCc2ccccn2)cc1 (configuration not stated)
    -2.6	-6.4	1.1
62: COc1cccc(N2CCN(c3c(C#N)c(C(F)(F)F)nn3C)CC2)c1
    -19.7	21.1	-0.1
63: CC1Sc2ccc(S(=O)(=O)CCC(=O)NC3CCCC(C)C3C)cc2NC1=O (configuration not stated)
    -10.1	10.4	1.1
64: OCCNCC(O)Cn1ccc2ccccc21 (configuration not stated)
    -7.9	4.4	-0.8
65: CCOc1ccc(CCNC(=O)COC(=O)Cn2cnc3c2c(=O)n(C)c(=O)n3C)cc1OCC
    -20.1	10.5	-2.2
66: CN(C)c1ccc(CN2CCCC(O)C2)cc1 (configuration not stated)
    10.9	3.1	-0.6
67: NC(=O)CN1CCN(Cc2ccc3c(c2)OCO3)CC1
    -4.8	-3.0	0.2
68: c1ccc(Cc2c[nH]c3ccccc23)cc1
    9.4	12.0	1.6
69: CC(=O)Nc1cccc(NC(=O)CSc2ccc(-c3ccco3)nn2)c1
    -17.6	17.8	0.0
70: CCOC(=O)N1CC=C2C(C#N)=C(N)C(C#N)(C#N)[C@H](c3cccs3)[C@H]2C1
    -12.6	8.4	1.1
71: CCCN(CC(=O)Nc1ccccc1OC)C(=O)CCC(=O)c1ccc(OCC)cc1
    -5.8	-2.2	-0.1
72: COc1ccccc1-c1nc(SC)n[nH]1
    -10.4	3.1	-0.2
73: Cc1ccccc1-c1cc(C(=O)NCc2cccc(C(F)(F)F)c2)nn1CC1CC(c2cccc([N+](=O)[O-])c2)=NO1 (configuration not stated)
    -38.0	25.0	-1.9
74: Cc1ccc(C(=O)Nc2cnc3ccccc3c2)cc1
    -10.1	29.0	-0.4
75: O=C(NCc1cccnc1)c1ccc(S(=O)(=O)N2CCCCC2)cc1
    -13.9	3.2	0.4
76: O=C(O)c1ccc(NC2=C(N3CCOCC3)C(=O)c3ccccc3C2=O)cc1
    6.7	20.3	-1.4
77: Cc1ccc(/C=N/NC(=O)Cc2c(F)cccc2Cl)s1
    -23.6	13.9	1.0
78: Cc1cccc(C(CC(=O)N2CCCC2)c2ccccc2)c1O (configuration not stated)
    3.8	28.2	-3.5
79: COc1ccc(/C=N/NC(=S)Nc2ccccc2)cc1COc1ccc(F)cc1
    -30.8	5.3	0.0
80: Cc1cccnc1NC(=S)NC(=O)c1cncc(Br)c1
    4.0	10.7	1.4
81: COc1ccc(S(=O)(=O)N2CCCCCC2)cc1C(=O)OCC(=O)Nc1cc(C)on1
    -22.4	18.1	-1.3
82: Cc1ccc(Nc2ccc(-n3ccnc3)nn2)cc1C
    -20.1	27.8	4.1
83: Cn1nnc2c[n+](CC(=O)c3ccc4ccccc4c3)cc(Br)c21
    -24.1	17.6	-0.2
84: O=C(NC(=S)NCc1ccccc1Cl)c1cccs1
    7.4	28.8	0.9
85: CC(C)OC(=O)CC(=O)CSc1nc2c(cc1C#N)CCCCCC2
    -29.1	20.9	-0.8
86: Cc1ccc(S(=O)(=O)NNC(=O)c2ccncc2)cc1[N+](=O)[O-]
    -9.1	21.2	0.1
87: CC(NC(=O)Cn1cnnn1)c1cccc(C(F)(F)F)c1 (configuration not stated)
    -6.2	11.9	0.1
88: CN1C/C(=C\c2ccc(N3CCOCC3)cc2)C(=O)/C(=C/c2ccc(N3CCOCC3)cc2)C1
    11.4	16.8	-0.8
89: CCOCCn1c2ccccc2c2nc3ccccc3nc21
    -6.1	35.0	1.4
90: COc1ccc(-c2ccc(=O)n(CC(=O)Nc3cccc(O)c3)n2)cc1OC
    -9.5	4.0	-1.4
91: COC(=O)c1cn(C(=O)c2ccc(OC)c(OC)c2)c2ccccc12
    -43.0	13.8	0.1
92: O=C(Sc1nnnn1C1CCCCC1)c1cccs1
    -15.0	17.5	0.7
93: COc1ccc(C(CNC(=O)c2ccc(OCc3c(C)noc3C)cc2)N2CCCC2)cc1 (configuration not stated)
    -24.8	5.6	0.9
94: CNC(=S)N/N=C/c1ccccc1Cl
    -8.0	25.6	1.8
95: O=C(OCCN1C(=O)c2ccccc2C1=O)c1cccc(OC(F)F)c1
    -12.5	18.6	-1.3
96: COc1ccc(C2N(c3cc(Cl)ccc3OC)C(=O)C3CCCN32)c(OC)c1 (configuration not stated)
    -0.6	3.2	-0.6
97: CC1CCC2(CC1)NC(=O)N(CC(=O)N1CCN(c3ccccc3)CC1)C2=O (configuration not stated)
    -21.7	-2.1	-1.4
98: COc1ccc(C(=O)CSc2ncn[nH]2)cc1OC
    -5.8	6.7	0.7
99: c1cncc(CNc2ncnc3ccc(-c4ccc5c(c4)OCCO5)cc23)c1
    0.8	11.4	1.3
100: Cc1ccc(S(=O)(=O)N2CCOC23CCN(C(=O)C(=O)NCCC(C)C)CC3)cc1
    -17.6	22.4	-0.2
101: CCN(CC(=O)Nc1cccc(F)c1)CC(=O)Nc1ccccc1OC
    -9.2	12.1	-1.4
102: CC(C)Cc1nc(SCC(=O)NCc2ccccc2)n[nH]1
    -13.4	16.8	-0.5
103: O=C(NC(Cc1ccc(F)cc1)C(=O)O)c1ccccc1 (configuration not stated)
    -4.2	13.1	-0.3
104: COc1ccc(S(=O)(=O)N(Cc2ccccc2)c2ccccc2C(=O)N2CCOCC2)cc1
    -7.2	3.9	0.0

# From entry 98 as far as 104, as listed above:
# Results follow in this order: OX1R antag-1	OX1R antag-2	STK33 kinase inh
98: COc1ccc(C(=O)CSc2ncn[nH]2)cc1OC
    -5.8	6.7	0.7
99: c1cncc(CNc2ncnc3ccc(-c4ccc5c(c4)OCCO5)cc23)c1
    0.8	11.4	1.3
100: Cc1ccc(S(=O)(=O)N2CCOC23CCN(C(=O)C(=O)NCCC(C)C)CC3)cc1
    -17.6	22.4	-0.2
101: CCN(CC(=O)Nc1cccc(F)c1)CC(=O)Nc1ccccc1OC
    -9.2	12.1	-1.4
102: CC(C)Cc1nc(SCC(=O)NCc2ccccc2)n[nH]1
    -13.4	16.8	-0.5
103: O=C(NC(Cc1ccc(F)cc1)C(=O)O)c1ccccc1 (configuration not stated)
    -4.2	13.1	-0.3
104: COc1ccc(S(=O)(=O)N(Cc2ccccc2)c2ccccc2C(=O)N2CCOCC2)cc1
    -7.2	3.9	0.0
